Source: PubChem
DT40 TDP1 no CPT: qHTS for Inhibitors of human tyrosyl-DNA phosphodiesterase 1 (TDP1): qHTS in cells in absence of CPT; DT40 Tdp1-/- hTDP1 cells, no CPT, ATP luminescence, 48 h; Potency, µM (top dose mostly 46.2 µM), inactives show top-dose activity change, negative = growth inhibition, usual class: inhibitors; hit rate 15% among 420,000; further: nearly all actives have a fitted effect of over 55% in size
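Camptothecin absent (DMSO only). Human TDP1-complemented DT40 knockout cells, 400 cells/well, 37 °C for minimum 48 hr; ATP measured via CellTiter-Glo, 30 min dark incubation, luminescence.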
DT40 TDP1 CPT: DT40-hTDP1 cell growth loss with CPT. Potency, µM (highest dose often 46.2 µM), for the others: top-dose activity change, negative = growth inhibition, most hits filed as inhibitors. chicken DT40 Tdp1-/-;hTDP1 cells + 20 nM CPT, ATP luminescence, 48 h. hit rate 12% among 420,000; further: nearly all actives have a fitted effect of over 55% in size
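Cell growth measured by CellTiter-Glo luminescence after a minimum 48 h, 37 C compound exposure with 20 nM CPT in Tdp1-knockout DT40 cells stably expressing hTDP1, seeded 400/well; qHTS titration format.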
GCN5L2 inh: GCN5L2 (KAT2A) acetyltransferase inhibition; Q92830; GCN5L2 HAT assay, ThioGlo1 CoA-SH fluorescence; Potency, µM (doses to about 58.9 µM), without a hit: at the top dose activity change, negative = inhibition, actives largely listed as inhibitors; hit rate 0.21% among 390,000; AID 504327
Target sequence (Q92830 whole entry, looked up): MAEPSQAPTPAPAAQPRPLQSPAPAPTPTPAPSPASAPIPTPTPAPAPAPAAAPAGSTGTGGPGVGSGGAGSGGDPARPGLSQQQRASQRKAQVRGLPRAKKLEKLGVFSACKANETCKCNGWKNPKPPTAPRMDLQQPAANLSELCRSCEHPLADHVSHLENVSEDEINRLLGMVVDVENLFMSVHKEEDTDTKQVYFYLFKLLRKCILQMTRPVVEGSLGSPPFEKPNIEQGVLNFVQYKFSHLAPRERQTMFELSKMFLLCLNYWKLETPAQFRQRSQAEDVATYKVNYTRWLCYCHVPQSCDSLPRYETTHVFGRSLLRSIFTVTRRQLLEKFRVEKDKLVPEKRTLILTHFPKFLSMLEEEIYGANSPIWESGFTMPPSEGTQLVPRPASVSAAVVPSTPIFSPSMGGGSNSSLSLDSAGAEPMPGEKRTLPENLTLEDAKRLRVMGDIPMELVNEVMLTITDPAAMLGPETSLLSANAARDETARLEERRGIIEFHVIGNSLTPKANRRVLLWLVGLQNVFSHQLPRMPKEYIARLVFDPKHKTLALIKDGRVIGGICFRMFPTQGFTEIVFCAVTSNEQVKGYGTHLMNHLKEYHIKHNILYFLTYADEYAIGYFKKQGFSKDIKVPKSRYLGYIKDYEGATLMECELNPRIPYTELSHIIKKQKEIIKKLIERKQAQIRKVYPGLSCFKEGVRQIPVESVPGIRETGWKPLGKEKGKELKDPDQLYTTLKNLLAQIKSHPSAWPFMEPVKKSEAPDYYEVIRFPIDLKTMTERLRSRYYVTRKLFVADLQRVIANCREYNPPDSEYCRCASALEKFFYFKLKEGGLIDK
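Compounds, pin-transferred from DMSO stocks, meet 20nM GCN5L2 for 15 min before the reaction begins with H3(1-25) peptide (75uM) and acetyl-CoA (70uM). Thiol-reactive ThioGlo1 reports CoA release over 20 min at room temperature.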
Numbers without * were called inactive; & = joins results of further samples; [ ] = remark or other dose. The call rests on the fitted dose curve; in most records, active means well fitted curve in the direction sought with a large enough effect; inconclusive means small, poorly fitted or top-dose-only effect, or another doubt; inactive means no such curve, though single readings can be large; an effect the other way counts as inactive or inconclusive. On the % scale 0 is the no-effect control and ±100 the full control effect; potency means the concentration at half of the fitted maximal effect.

Results for COc1cc(/C=N/n2cnnc2)ccc1OCc1ccc(C)cc1 ?
DT40 TDP1 no CPT: -14%; DT40 TDP1 CPT: -11%; GCN5L2 inh: -2%

What do the screens show for `CC(C)NC(=O)c1ccc2c(c1)N(CC(=O)Nc1ccccc1F)C(=O)C(C)(C)O2`?
DT40 TDP1 no CPT: 0%; DT40 TDP1 CPT: 8%; GCN5L2 inh: -1%

How did CCOc1cccc2sc(NC(=O)c3ccc(S(=O)(=O)N4CCCCC4)cc3)nc12 do in these assays?
DT40 TDP1 no CPT: -6%; DT40 TDP1 CPT: inconclusive; GCN5L2 inh: inconclusive

What do the screens show for `COc1ccc(C(=O)NC2CCN(CC(=O)NCc3ccccc3)CC2)cc1`?
DT40 TDP1 no CPT: -13%; DT40 TDP1 CPT: -7%; GCN5L2 inh: 3%

How did COc1ccc(/C=C/C(=O)Nc2cccc(S(=O)(=O)N3CCOCC3)c2)cc1OC do in these assays?
DT40 TDP1 no CPT: 16µM*; DT40 TDP1 CPT: inconclusive; GCN5L2 inh: -6%

Results for c1cncc(-c2cncnc2NC2CCNCC2)c1 ?
DT40 TDP1 no CPT: -12%; DT40 TDP1 CPT: 16µM*; GCN5L2 inh: -8%

Results for Cc1nn(CC(=O)Nc2nnc(C(C)C)s2)c(=O)c2ccccc12 ?
DT40 TDP1 no CPT: 14%; DT40 TDP1 CPT: 1%; GCN5L2 inh: 0%

Results for CCc1ccc(CN(C)C(=O)C2CCC(=O)N(CCCN3CCCC3=O)C2)cc1 (centres undefined) ?
DT40 TDP1 no CPT: -8%; DT40 TDP1 CPT: -12%; GCN5L2 inh: 0%

What do the screens show for `O=C(COC(=O)c1ccccc1[N+](=O)[O-])Nc1nnc(-c2ccccc2)o1`?
DT40 TDP1 no CPT: -20%; DT40 TDP1 CPT: -11%; GCN5L2 inh: 0%

Results for O=C(CSc1nnc(Cc2ccccc2)o1)N1CCCC1 ?
DT40 TDP1 no CPT: 4%; DT40 TDP1 CPT: 7%; GCN5L2 inh: 0%

Results for C/C(=N\NC(=O)C(C)Nc1cccc(Cl)c1)c1ccc([N+](=O)[O-])cc1 (centres undefined) ?
DT40 TDP1 no CPT: -23%; DT40 TDP1 CPT: -8%; GCN5L2 inh: -3%

What do the screens show for `CCCCn1c(SCC(=O)Nc2ccc(F)cc2)nc2c(sc3ccccc32)c1=O`?
DT40 TDP1 no CPT: -20%; DT40 TDP1 CPT: -15%; GCN5L2 inh: -9%

What do the screens show for `CCS(=O)(=O)NCC(c1cccnc1)N1CCN(c2ccc(F)cc2)CC1` (centres undefined)?
DT40 TDP1 no CPT: 8%; DT40 TDP1 CPT: -13%; GCN5L2 inh: -4%

How did CC(=O)Nc1ccc(NC(=O)C(C)OC(=O)c2oc3ccccc3c2C)cc1 (centres undefined) do in these assays?
DT40 TDP1 no CPT: inconclusive; DT40 TDP1 CPT: 2%; GCN5L2 inh: -2%

What do the screens show for `O=C(Nc1ccc2[nH]c(=O)[nH]c2c1)c1ccc([N+](=O)[O-])o1`?
DT40 TDP1 no CPT: -19%; DT40 TDP1 CPT: inconclusive; GCN5L2 inh: -6%

How did Cc1cc(C(=O)N2CCOCC2)n(-c2ccccc2)n1 do in these assays?
DT40 TDP1 no CPT: -5%; DT40 TDP1 CPT: 0%; GCN5L2 inh: -6%

What do the screens show for `Cc1ccc(NC(=O)c2cc(C)on2)cc1`?
DT40 TDP1 no CPT: 0%; DT40 TDP1 CPT: -6%; GCN5L2 inh: -5%

Results for CCOC(=O)C1(C(=O)OCC)COC(=O)C1CN1Cc2cc3ccccc3nc2C1 (centres undefined) ?
DT40 TDP1 no CPT: 9.2µM*; DT40 TDP1 CPT: 10µM*

Results for O=C(NN1CCOCC1)c1cnn2c(C(F)F)cc(-c3ccccc3)nc12 ?
DT40 TDP1 no CPT: inconclusive; DT40 TDP1 CPT: inconclusive; GCN5L2 inh: -2%

What do the screens show for `CCC1(CC)Nc2ccccc2C(=O)N1c1ccc(NC(C)=O)cc1`?
DT40 TDP1 no CPT: 13%; DT40 TDP1 CPT: 0%; GCN5L2 inh: -8%

What do the screens show for `CC1CN(Cc2ccc(Cl)cc2Cl)CC(C)O1` (centres undefined)?
DT40 TDP1 no CPT: inconclusive; DT40 TDP1 CPT: -3%; GCN5L2 inh: 0%

Results for COc1ccc(NC(=O)N2CCC3(CC2)CCN(C(=O)c2ccncc2)CC3)cc1 ?
DT40 TDP1 no CPT: -13%; DT40 TDP1 CPT: 5%; GCN5L2 inh: 0%

How did CC(C)Nc1nc(Cl)nc(NNC(=O)C(C)Oc2ccccc2)n1 (centres undefined) do in these assays?
DT40 TDP1 no CPT: 0%; DT40 TDP1 CPT: -17%; GCN5L2 inh: -21%

How did CSc1ccc(-c2nnn(Cc3ccc(C)cc3)n2)cc1 do in these assays?
DT40 TDP1 no CPT: -23%; DT40 TDP1 CPT: 5%; GCN5L2 inh: -3%[0.501 µM]

What do the screens show for `CCSc1nnc(NC(=O)CSc2sc3c(O)cc(=O)[nH]c3c2C#N)s1`?
DT40 TDP1 no CPT: 7%; DT40 TDP1 CPT: -3%; GCN5L2 inh: inconclusive

How did O=C(NCCC1CCCCN1S(=O)(=O)c1ccccc1)C(=O)NCc1cccnc1 (centres undefined) do in these assays?
DT40 TDP1 no CPT: 5%; DT40 TDP1 CPT: 6%; GCN5L2 inh: -2%

How did CCOc1ccc(Nc2ncnc3c2cnn3-c2ccccc2)cc1 do in these assays?
DT40 TDP1 no CPT: 2%; DT40 TDP1 CPT: -2%; GCN5L2 inh: -2%

How did COc1ccc(CNc2ccc3c(c2)CCC3)cc1Br do in these assays?
DT40 TDP1 no CPT: 0%; DT40 TDP1 CPT: -12%; GCN5L2 inh: -11%

How did Cc1cc(C)c(C)c(S(=O)(=O)Nc2cccnc2)c1C do in these assays?
DT40 TDP1 no CPT: -13%; DT40 TDP1 CPT: 2%

How did N#CC1=C(N)OC2=C(C(=O)CCC2)C12CCN(C(=O)OCc1ccccc1)CC2 do in these assays?
DT40 TDP1 no CPT: -20%; DT40 TDP1 CPT: -6%; GCN5L2 inh: -1%

How did CC(=O)N1CCN(C2=Nc3cccc4cccc2c34)CC1 do in these assays?
DT40 TDP1 no CPT: -3%; DT40 TDP1 CPT: -7%; GCN5L2 inh: -6%

Results for c1csc(-c2nn3c(C4CCCCC4)nnc3s2)c1 ?
DT40 TDP1 no CPT: inconclusive; DT40 TDP1 CPT: inconclusive

How did O=C(Nc1cccc(C(F)(F)F)c1)c1csc([C@@H]2O[C@H](CO)[C@H](O)[C@H](O)[C@H]2O)n1 do in these assays?
DT40 TDP1 no CPT: -5%; DT40 TDP1 CPT: -5%

How did C=CCN1CCN(C(=O)c2ccc(-c3ccccc3)cc2)CC1 do in these assays?
DT40 TDP1 no CPT: 13%; DT40 TDP1 CPT: -19%; GCN5L2 inh: -22%

Results for CC1(C(=O)NC2CCCC2)CCC(=O)N1Cc1ccccc1Cl (centres undefined) ?
DT40 TDP1 no CPT: -12%; DT40 TDP1 CPT: -2%; GCN5L2 inh: -2%

What do the screens show for `CC(C)Cn1c(=O)[nH]c2ccccc21`?
DT40 TDP1 no CPT: 8%; DT40 TDP1 CPT: -2%; GCN5L2 inh: -15%

What do the screens show for `CSc1ccc(CNC(=O)Cn2nc(N3CCN(c4ccccc4)CC3)ccc2=O)cc1`?
DT40 TDP1 no CPT: inconclusive; DT40 TDP1 CPT: inconclusive; GCN5L2 inh: -10%

What do the screens show for `CCCc1cc(C(N)=O)c(NC(=O)C2CCCO2)s1` (centres undefined)?
DT40 TDP1 no CPT: -18%; DT40 TDP1 CPT: -1%; GCN5L2 inh: -18%

What do the screens show for `COc1cccc(CNC(=O)CCCn2nc(C)c3sc4ccccc4c3c2=O)c1`?
DT40 TDP1 no CPT: inconclusive; DT40 TDP1 CPT: 16µM*; GCN5L2 inh: -5%

What do the screens show for `CS(=O)(=O)c1ccc(Cl)c(NC(=O)c2ccc3ccccc3c2)c1`?
DT40 TDP1 no CPT: -28%; DT40 TDP1 CPT: -2%; GCN5L2 inh: 42%[activator]

What do the screens show for `O=C(O)c1cccc(N=C2NC(=O)C(CO)(CO)S2)c1`?
DT40 TDP1 no CPT: -5%; DT40 TDP1 CPT: -1%; GCN5L2 inh: 0%

What do the screens show for `Cc1ccc(C(=O)N/N=C\c2cc3c(cc2Br)OCO3)cn1`?
DT40 TDP1 no CPT: -11%; DT40 TDP1 CPT: 4%; GCN5L2 inh: 0%

How did O=C(O)CCCCCN1C(=O)C(O)=C(C(=O)/C=C/c2ccccc2)C1c1cccc([N+](=O)[O-])c1 (centres undefined) do in these assays?
DT40 TDP1 no CPT: 2%; DT40 TDP1 CPT: 6%; GCN5L2 inh: -9%

What do the screens show for `CCOCCCN(C(=O)CCC(=O)Nc1cc(C)on1)C(C(=O)NC(C)(C)C)c1ccccc1Cl` (centres undefined)?
DT40 TDP1 no CPT: -22%; DT40 TDP1 CPT: -3%; GCN5L2 inh: -4%

Results for CCC1CN(C(=O)N2CCC(C(=O)NCc3ccco3)CC2)c2ccccc2O1 (centres undefined) ?
DT40 TDP1 no CPT: inconclusive; DT40 TDP1 CPT: inconclusive; GCN5L2 inh: 0%&-7%

Results for COc1cccc(CNn2c(-c3cccc(C)c3)nc3ccccc3c2=O)c1 ?
DT40 TDP1 no CPT: 18µM*; DT40 TDP1 CPT: inconclusive; GCN5L2 inh: -6%

How did NS(=O)(=O)c1cnccc1Nc1cccc(F)c1 do in these assays?
DT40 TDP1 no CPT: -3%; DT40 TDP1 CPT: 1%

How did O=C(OCCOc1ccccc1)c1cc(S(=O)(=O)N2CCOCC2)c(Cl)cc1Cl do in these assays?
DT40 TDP1 no CPT: inconclusive; DT40 TDP1 CPT: -23%

Arranged by molar mass (rising): 5 of the compounds above.
What do the screens show for `CS(=O)(=O)c1ccc(Cl)c(NC(=O)c2ccc3ccccc3c2)c1`?
DT40 TDP1 no CPT: -28%; DT40 TDP1 CPT: -2%; GCN5L2 inh: 42%[activator]

Results for COc1cccc(CNn2c(-c3cccc(C)c3)nc3ccccc3c2=O)c1 ?
DT40 TDP1 no CPT: 18µM*; DT40 TDP1 CPT: inconclusive; GCN5L2 inh: -6%

What do the screens show for `COc1cccc(CNC(=O)CCCn2nc(C)c3sc4ccccc4c3c2=O)c1`?
DT40 TDP1 no CPT: inconclusive; DT40 TDP1 CPT: 16µM*; GCN5L2 inh: -5%

What do the screens show for `CSc1ccc(CNC(=O)Cn2nc(N3CCN(c4ccccc4)CC3)ccc2=O)cc1`?
DT40 TDP1 no CPT: inconclusive; DT40 TDP1 CPT: inconclusive; GCN5L2 inh: -10%

What do the screens show for `CCOCCCN(C(=O)CCC(=O)Nc1cc(C)on1)C(C(=O)NC(C)(C)C)c1ccccc1Cl` (centres undefined)?
DT40 TDP1 no CPT: -22%; DT40 TDP1 CPT: -3%; GCN5L2 inh: -4%

Next section
What do the screens show for `CC(C)c1ccc(C(=O)C[N+]2(C)CCOCC2)cc1`?
DT40 TDP1 no CPT: -18%; DT40 TDP1 CPT: -10%

How did CCOC(=O)[C@]12CCCC=C1N(Cc1ccccc1)C(=O)[C@H](CC(=O)NCc1ccccc1)C2 do in these assays?
DT40 TDP1 no CPT: inconclusive; DT40 TDP1 CPT: inconclusive

What do the screens show for `COc1ccc(N2CCN(S(=O)(=O)CCNC(=O)COc3cccc(OC)c3)CC2)cc1`?
DT40 TDP1 no CPT: inconclusive; DT40 TDP1 CPT: -17%&-7%; GCN5L2 inh: -4%&-2%

How did CC1(Cc2cccc(C#N)c2)C(=O)Nc2c(Cl)cccc21 (centres undefined) do in these assays?
DT40 TDP1 no CPT: -26%; DT40 TDP1 CPT: -20%

What do the screens show for `COc1ccc(C2C(=O)N(C3CCC(C)CC3)CC(=O)N2Cc2ccc(C)cc2)cc1OC` (centres undefined)?
DT40 TDP1 no CPT: inconclusive; DT40 TDP1 CPT: inconclusive; GCN5L2 inh: 0%

What do the screens show for `COc1cc(OC)c2c3c(c(C4CCCCC4)nc2c1)CCC3`?
DT40 TDP1 no CPT: inconclusive; DT40 TDP1 CPT: inconclusive

Results for CS(=O)(=O)N(CC(=O)N1CCOCC1)c1cccc([N+](=O)[O-])c1 ?
DT40 TDP1 no CPT: -7%; DT40 TDP1 CPT: 0%; GCN5L2 inh: 4%

Results for Cc1cccc(-c2n[nH]c(=S)n2/N=C/c2ccc(C)o2)c1 ?
DT40 TDP1 no CPT: 4%; DT40 TDP1 CPT: -2%; GCN5L2 inh: -8%

How did COc1cc(C(=O)NCCSc2ccccc2)cc(OC)c1OC do in these assays?
DT40 TDP1 no CPT: inconclusive; DT40 TDP1 CPT: -3%; GCN5L2 inh: -2%

What do the screens show for `Brc1ccc2nc(C3CCCCC3)c(Cc3ccsc3)n2c1`?
DT40 TDP1 no CPT: 16µM*; DT40 TDP1 CPT: 21µM*

What do the screens show for `CCCn1cc(S(=O)(=O)c2ccc(C)cc2)c(=O)c2cc(F)c(N3CCCC3)cc21`?
DT40 TDP1 no CPT: -27%; DT40 TDP1 CPT: inconclusive; GCN5L2 inh: 0%

An excerpt. The share of hits here may be higher or lower than overall.
